PV pol inh = poliovirus RNA polymerase inhibition; P03300; poliovirus polymerase elongation, fluorescence polarization; active compounds read low; % elongation, % (compound at 16.7 µg/mL); 150,000 tested, 0.66% active; AID 588519; in the data active means % elongation below about 90%; further: some results filed as inactive read as strong as hits
Target sequence (P03300 1749-2209 limits assumed): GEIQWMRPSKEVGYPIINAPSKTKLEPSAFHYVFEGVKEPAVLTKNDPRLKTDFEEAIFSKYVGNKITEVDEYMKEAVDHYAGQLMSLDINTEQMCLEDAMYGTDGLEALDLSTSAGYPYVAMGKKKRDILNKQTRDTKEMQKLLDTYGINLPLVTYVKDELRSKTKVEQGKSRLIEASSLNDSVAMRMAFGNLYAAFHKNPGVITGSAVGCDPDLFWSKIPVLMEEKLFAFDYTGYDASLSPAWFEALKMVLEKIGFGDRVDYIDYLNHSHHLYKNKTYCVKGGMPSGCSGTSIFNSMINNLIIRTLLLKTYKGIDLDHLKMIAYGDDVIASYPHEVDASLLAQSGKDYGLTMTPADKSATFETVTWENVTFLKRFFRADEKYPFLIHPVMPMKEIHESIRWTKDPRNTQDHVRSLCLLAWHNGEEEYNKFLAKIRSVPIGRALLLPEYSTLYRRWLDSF
PV pol inh FP z-score = further read-out of PV pol inh, marked with its call; z-score; measured here: FP z-score; hits read low
The depositor's hits bear a star.

SMILES	PV pol inh	PV pol inh FP z-score
COC(=O)CCCCC1SCC(NC(=O)OC)C1NC(=O)OC (configuration not stated)	104	0.7
COc1ccc(C(=O)N2CCC(C(=O)Nc3ccc4c(c3)OCCO4)CC2)cc1	102	0
CC1=C(c2ccc(C)cc2)S(=O)(=O)N=C1N1CCN(c2ccccc2)CC1	108	0.1
CCOc1ccc(/C(O)=C2\C(=O)C(=O)N(Cc3cccnc3)C2c2ccc(N(C)C)cc2)c(C)c1 (configuration not stated)	102	0.1
CCCCNC(=O)c1cccc(N2CCCC2=O)c1	102	0.6
Cc1cccc(C)c1NC(=O)CCC(=O)O	102	0
Cc1ccc(Nc2nc(C)nc3c2oc2ccccc23)cc1	106	0.4
COc1ccc(C(CC(=O)NC2CC2)n2cccc2)cc1 (configuration not stated)	105	2.4
O=C(Cn1cccc1)N1CCN(C(c2ccccc2)c2ccccc2)CC1	103	0.8
CCCCn1c(NCc2ccc(OC)cc2O)nc2ccccc21	106	0.1
COc1cccc(NC(=O)N(Cc2cc3ccc(C)cc3n3nnnc23)CC2CCCO2)c1 (configuration not stated)	105	1
O=C(CSc1nc2c([nH]c3ccccc32)c(=O)n1-c1cccc(Cl)c1)c1ccccc1	107	-0.1
CCOc1ccc(NC(=O)C(C)Sc2nc3ncccc3o2)cc1 (configuration not stated)	103	-0.7
CCOC(=O)C1=C(CC)Nc2ccccc2N=C1NC(=O)C1Cc2ccccc2CN1S(=O)(=O)CC (configuration not stated)	103	0.4
Cc1ccc(N2CCN(C(=O)CCS(=O)(=O)c3cc4c(cc3Cl)NC(=O)CO4)CC2)c(C)c1	107	0.3
CN(C)S(=O)(=O)N1CCCc2ccccc21	102	0
CCOc1ccc(-c2cc(OC(=O)c3ccc(F)cc3)c3c(C)oc(C)c3c(=O)c2)cc1	113	1.9
CC1CCCN(CC(=O)c2ccc(Cl)s2)C1 (configuration not stated)	115	1.6
COC(=O)c1ccc(NC(=O)c2cccn(Cc3ccccc3C)c2=O)cc1	109	0.3
CCOc1ccc2c(c1)-c1c(ss/c1=N\NC(=O)c1cccnc1)C(C)(C)N2	98	-0.7

Complete entries from above.
Record of `CCOc1ccc(-c2cc(OC(=O)c3ccc(F)cc3)c3c(C)oc(C)c3c(=O)c2)cc1` = PV pol inh = 113; PV pol inh FP z-score = 1.9
Record of `CC1=C(c2ccc(C)cc2)S(=O)(=O)N=C1N1CCN(c2ccccc2)CC1` = PV pol inh = 108; PV pol inh FP z-score = 0.1

Further records follow.
SMILES	PV pol inh	PV pol inh FP z-score
CCOC(=O)Cn1nc2n(c1=O)-c1ccccc1SC2	101	0.1
Cc1ccn2c(NS(=O)(=O)c3ccc4c(c3)OCCO4)c(-c3cccs3)nc2c1	101	-0.1
CSC1=NSC2=NS(=O)(=O)CCN12	103	0.3
O=C(Cn1c(CCCO)nc2ccccc21)NC1CC1	99	-0.4
COc1ccc2c3c(ccc2c1)C(=O)[C@@](C)(CCC(=O)O)CC3	107	0.2
CCC(=O)N1CCc2cc(Br)cc(S(=O)(=O)CCC(=O)NCCc3ccc(OC)c(OC)c3)c21	109	1.2
O=C(CCC1CCCCC1)NCc1cccs1	101	0.3
CCN1CCC(N2CCN(c3ccccc3)CC2)CC1	100	0.1
Cc1cccc(C)c1NCc1n[nH]c(=S)n1-c1ccccc1	102	-0.1
COc1ccc(C(=O)c2sc3nc(-c4ccc(F)cc4)ccc3c2N)cc1	107	-0.6
CCN(C(=O)c1cn(-c2ccc(OC)cc2)c(=O)c2ccccc12)c1cccc(Cl)c1	104	-0.4
CCn1cc(C(=O)N=c2sc3ccccc3n2C)c(=O)c2ccc(C)nc21	109	0.6
COc1ccc(Cc2nnc(SCC(=O)Nc3ccc(OC)cc3)o2)cc1	105	0.8
COc1ccc(N2CC(NC(=O)CCCc3ccccc3)CC2=O)cc1 (configuration not stated)	114	1.6
CCn1c(SCC(=O)NC2CCCC2)nnc1C(C)C	100	-0.6
CC(=O)N1c2ccc(S(=O)(=O)NCC3CCC(C(=O)N4CC(C)CC(C)C4)CC3)cc2CC1C (configuration not stated)	101	-0.1
CC(CNC(=O)Cn1c(=O)oc2ccccc21)c1ccccc1 (configuration not stated)	100	-0.5
CCCCNC(=O)c1cc2c(s1)-c1c(C)nn(-c3ccccc3)c1CC2	102	0.6
CC(=O)Oc1ccc2c3c(c(=O)oc2c1)CCCC3	105	0.8
O=C(CN1c2ccccc2S(=O)(=O)c2ccccc21)Nc1ccccc1Cl	105	-0.1
CN(C)C(CNS(=O)(=O)c1ccc(O)c(C(=O)O)c1)c1ccccc1 (configuration not stated)	101	-0.2
COC(=O)c1ccccc1NC(=O)CC1Sc2ccccc2NC1=O (configuration not stated)	101	-0.3
Cc1ccc(S(=O)(=O)c2nc(-c3cccc(C)c3)oc2N2CCCCC2)cc1	101	-0.6
Cc1cccn2c3c(c(=O)nc12)C(c1ccc(F)cc1)CC(=O)N3 (configuration not stated)	105	0.4
N#CCOc1ccc2oc(-c3ccccc3)cc(=O)c2c1	101	-0.1
Cc1ccccc1CS(=O)(=O)Cc1ccc(C(=O)N2CCC3(CC2)OCCO3)o1	102	0
O=C(O)/C(=C\c1ccccc1)NC(=O)c1ccccc1	101	-0.2
CCn1cc(SCC(=O)N2N=C(c3cccs3)CC2c2ccc(C)cc2)c2ccccc21 (configuration not stated)	105	1.3
CN(C)CCC(=O)N1c2ccccc2Sc2ccc(C(F)(F)F)cc21	104	0.5
O=P1(Nc2ccc(Cl)cc2)CC=CC1	108	1.9
Cc1c(CCNC(=O)Cc2ccc(F)cc2)sc2nc(-c3ccc(F)cc3)nn12	101	-1.5
Cc1c(C(=O)Nc2ccccc2)oc2ccccc12	102	-0.1
COc1ccc(-c2cc(=O)n3[nH]cnc3n2)cc1	109	0.8
Cc1[nH]c2ccccc2c1SCC(=O)N1CCCCC1	101	0.1
CC1CC(C)CN(S(=O)(=O)c2ccc(NC(=O)c3ccc(C#N)cc3)cc2)C1 (configuration not stated)	105	0.4
COc1ccccc1CNC(=O)c1cc(S(=O)(=O)N2CCCC(C)C2)cn1C (configuration not stated)	106	0
COc1ccc(CNc2ncnc3c2c(-c2ccccc2)cn3-c2ccc(C)c(Cl)c2)cc1	103	-0.7
COc1ccccc1-c1noc(CCC(=O)Nc2ccccc2C(F)(F)F)n1	99	-0.8
CCCN(CCC)C(=O)c1ccc(Cl)c(Cl)c1	105	1
CCCCn1c(/N=C/c2c[nH]c3ccccc23)nc2ccccc21	101	0.1
CC(C)Cn1cc(NC(=O)N2CCCCCC2)c2ccccc2c1=O	101	-0.1
CCCc1ccc(OC(=O)c2ccc(O)cc2Cl)cc1	103	0.3
N#CCCn1cc(F)c(N)nc1=O	107	0.4
CCc1ccc2c(c1)c(=O)c(C(=O)c1ccc(C)cc1)cn2CC(=O)Nc1ccc2c(c1)OCCO2	104	-0.8
CCN1C(=O)C(=Cc2ccc(N3CCCC3)cc2)C(=O)N(CC)C1=S	101	0.2
COCCN(Cc1cc2ccc(C)cc2[nH]c1=O)C(=O)c1ccccc1	103	0.4
O=C(NCc1ccccc1)C(Cc1ccccc1)NS(=O)(=O)c1ccc(Br)cc1 (configuration not stated)	101	-0.1
O=C(CCc1c[nH]c2ccccc12)OCC(=O)c1cccc(Br)c1	100	-1
O=C(O)c1cccnc1SCc1cccc(Cl)c1	110	0.3
Cc1cccc(-c2nc(CN3C(=O)CN=C(c4ccccc4)c4ccccc43)c(C)o2)c1	101	-1.2
O=C1c2ccccc2C(=O)N1CC(O)COC1CCCCC1 (configuration not stated)	100	-0.1
CCCCN(CC)CCNC(=O)c1nn(-c2ccc(OC)cc2)c(=O)c2c1c1ccccc1n2C	113	1.5
Cc1cccc(C)c1NS(=O)(=O)c1ccc(NS(=O)(=O)c2ccc3c(c2)OCCO3)cc1	108	1
CCCNC(=O)N1CCN(S(=O)(=O)c2ccc3c(ccn3C)c2)CC1	103	-0.8
NS(=O)(=O)c1ccccc1NC(=S)Nc1ccccc1S(N)(=O)=O	101	0.2
O=C(CC1CCCC1)Nc1cccc(Br)c1	102	0.2
O=C(c1ccco1)N1N=C(c2c(-c3ccccc3)c3cc(Cl)ccc3[nH]c2=O)CC1c1ccco1 (configuration not stated)	100	0
CCc1ccc(OCC(=O)Nc2cc(-c3nc4cc(C)ccc4o3)ccc2C)cc1	104	-0.1
CCNC(=O)CNCc1c(C)nn(CC(C)C)c1Cl	91	-1.7
CCc1nn(CC(=O)NCc2ccccc2)c(=O)c2cccn12	107	-0.1

Part of the list above in order of heavy-atom count, high to low:
SMILES	PV pol inh	PV pol inh FP z-score
CCc1ccc2c(c1)c(=O)c(C(=O)c1ccc(C)cc1)cn2CC(=O)Nc1ccc2c(c1)OCCO2	104	-0.8
CCCCN(CC)CCNC(=O)c1nn(-c2ccc(OC)cc2)c(=O)c2c1c1ccccc1n2C	113	1.5
O=C(NCc1ccccc1)C(Cc1ccccc1)NS(=O)(=O)c1ccc(Br)cc1 (configuration not stated)	101	-0.1
NS(=O)(=O)c1ccccc1NC(=S)Nc1ccccc1S(N)(=O)=O	101	0.2
O=C(O)c1cccnc1SCc1cccc(Cl)c1	110	0.3

Remaining list, next part.
SMILES	PV pol inh	PV pol inh FP z-score
Cc1cc(C)c(NC(=O)Cn2nnc(S(=O)(=O)c3ccc(C)c(C)c3)c2N)c(C)c1	105	0.2
COc1ccc(S(=O)(=O)c2ccc(OC)cc2)cc1	103	0.2
N#Cc1ccsc1NC(=O)CCN1CCN(S(=O)(=O)c2ccc3c(c2)OCCCO3)CC1	105	0.3
FC(F)(F)c1nc(N2CCCC2)nc2c1CCCCC2	99	-0.1
N[C@@H](CCC(=O)N[C@@H](CS)C(=O)NCC(=O)O)C(=O)O	100	0
Cc1ccc(S(=O)(=O)N2CCC(C(N)=O)CC2)cc1C	104	0.4
Cc1cc2c(cc3c(SCC(=O)Nc4ccc(Cl)cc4F)nnc(C)n32)o1	101	-0.4
O=C(N1CCCCC1)C1(S(=O)(=O)c2ccc(Cl)cc2)CC1	100	-0.2
Cc1ccc(C)c(NC(=O)C(C)N(c2ccccc2)S(C)(=O)=O)c1 (configuration not stated)	108	1.2
Cc1ccc(-c2cc3c(n2-c2ccc(F)cc2)CC(C)(C)CC3=O)cc1	108	0.2
CC(=O)N1c2ccccc2C(CSc2nnc(-c3ccccc3)o2)=CC1(C)C	102	0.1
CC1CCN(CC(O)CN2c3ccccc3Sc3ccccc32)CC1 (configuration not stated)	98	-0.6
O=C(CSc1nnc(-c2ccccc2)c(-c2ccccc2)n1)NCCc1ccccc1	114	0.9
Cc1ccc(C(=O)c2oc3ccccc3c2NC(=O)Cc2ccccc2)cc1	107	0.4
O=C(Nc1ccc(S(=O)(=O)NCCc2ccccc2)cc1)C1c2ccccc2Oc2ccccc21	101	-0.2
CC(C)N(Cc1nc2ccccc2c(=O)[nH]1)C(=O)Cc1ccc(S(=O)(=O)N2CCOCC2)s1	103	0.5
CN(C)C(CNC(=O)c1n[nH]c(=O)c2ccccc12)c1ccccc1 (configuration not stated)	98	-0.6
CCOc1ccc(NC(=O)CSC2=Nc3ccccc3C3=NC(CC(=O)NCc4ccco4)C(=O)N23)cc1 (configuration not stated)	107	0
O=C(CCS(=O)(=O)Cc1ccccc1)NCc1ccc2c(c1)OCO2	100	-0.6
C#CC(CC)(CC)NC(=O)c1ccc(Cl)cc1	103	0.2

7 compounds drawn at random from those above:
SMILES	PV pol inh	PV pol inh FP z-score
Cc1ccn2c(NS(=O)(=O)c3ccc4c(c3)OCCO4)c(-c3cccs3)nc2c1	101	-0.1
COc1ccc(C(=O)N2CCC(C(=O)Nc3ccc4c(c3)OCCO4)CC2)cc1	102	0
COC(=O)c1ccccc1NC(=O)CC1Sc2ccccc2NC1=O (configuration not stated)	101	-0.3
COCCN(Cc1cc2ccc(C)cc2[nH]c1=O)C(=O)c1ccccc1	103	0.4
N#CCOc1ccc2oc(-c3ccccc3)cc(=O)c2c1	101	-0.1
O=P1(Nc2ccc(Cl)cc2)CC=CC1	108	1.9
CC(=O)Oc1ccc2c3c(c(=O)oc2c1)CCCC3	105	0.8

(further entries)
SMILES	PV pol inh	PV pol inh FP z-score
CCS(=O)(=O)c1ncc(Cl)c(C(=O)Nc2c(C(=O)Nc3cccc(C)c3)oc3ccccc23)n1	118	0.2
O=C(c1ccccc1Cl)N1CCN(CCc2ccccn2)CC1	103	-0.3
C1CNC(C23CC4CC(CC(C4)C2)C3)=N1	102	0.2
O=C(Nc1ccc(F)c(Cl)c1)N(Cc1ccc2c(c1)OCO2)C1CCN(Cc2ccccc2)CC1	107	-0.5
CCCc1cc(=O)n2nc(N3CCC(C(=O)NCC)CC3)sc2n1	103	0.6
CCSC1=N/C(=C\c2ccc(C(=O)O)cc2)C(=O)S1	101	-0.2
COC(=O)c1cc(=O)n2c(c1C(=O)c1ccc(Cl)cc1)SCC2	108	0.5
COc1ccc(N2CCN(C(=O)c3ccc4c(c3)N(Cc3cccc(Cl)c3)C(=O)c3ccccc3S4(=O)=O)CC2)cc1	108	0.4
CCc1ccc(NC(=S)NNC(C)(C)C)cc1	102	0.2
Cc1nc(Cc2n[nH]c(=S)o2)cs1	98	-0.4
CCc1nc(Cl)c(C#N)c2c1CCCC2	102	0.2
Cc1ccc2c(c1)C(c1ccccc1)N(C(=O)c1ccc(S(=O)(=O)N3CCCC3)cc1)CC(=O)N2 (configuration not stated)	104	0
O=C(CN1C(=O)COc2ccc(S(=O)(=O)N3CCCCCC3)cc21)NCc1ccc(Cl)cc1	110	0.5
COC(=O)c1ccc(OCC(=O)c2cc(C)n(-c3cc(C)on3)c2C)cc1	113	2
COC(=O)c1cc(C(C)(C)C)[nH]n1	104	0.5
Cc1ccc(NC(=O)C2CCN(S(=O)(=O)c3cccs3)CC2)cc1C	108	0.6
Cc1ccccc1NS(=O)(=O)c1ccc(C2CNC(=O)C2)cc1 (configuration not stated)	100	-0.6
COc1ccc(NC(C)=O)cc1C	98	-0.7
COc1ccc(NC(=O)Cc2ccc(NC(=O)N3CCCCc4ccccc43)cc2)c(OC)c1	108	0.2
CCC(Sc1nncn2c1cc1sccc12)C(=O)N1CCOCC1 (configuration not stated)	102	0.4
O=C1c2ccccc2S(=O)(=O)N1CCSc1nncn1-c1ccccc1	100	-0.5
COc1ccc2nc(NC(=O)C3CCCN(S(=O)(=O)c4cccc5nonc45)C3)sc2c1 (configuration not stated)	101	-0.1
Cc1cc(=O)oc2cc(OC(=O)c3cc(S(=O)(=O)N(C)C)ccc3N3CCCC3)ccc12	107	0.6

High-throughput results (PubChem)

Only part of the results is shown, so the mix of outcomes need not match the whole.
